High-throughput results from PubChem.
CRFBP-R2 block = CRF-BP/CRF-R2 complex antagonism; HEK293 CRF-R2/CRF-BP, CRF-induced calcium fluorescence; AID 588475; actives 0.59% (n = 350,000); inhibition, % at 11.8 µM;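 active = inhibition of the ligand-induced calcium signal above about 50% at the single tested concentration, limit read from the data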
M4 PAM = positive allosteric modulators of human muscarinic M4 receptor; P08173; CHO-K1 hM4/Gqi5, Fluo-8 calcium fluorescence, ACh EC20; 0% = ACh EC20, 100% = maximal ACh; activation, % at 3 µM; actives 0.4% (n = 360,000); AID 624126;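 active = activation above its plate's cutoff, the mean activation of sample wells plus 3 SD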; note: some results filed as inactive read as strong as hits
Target sequence (P08173 whole entry, looked up): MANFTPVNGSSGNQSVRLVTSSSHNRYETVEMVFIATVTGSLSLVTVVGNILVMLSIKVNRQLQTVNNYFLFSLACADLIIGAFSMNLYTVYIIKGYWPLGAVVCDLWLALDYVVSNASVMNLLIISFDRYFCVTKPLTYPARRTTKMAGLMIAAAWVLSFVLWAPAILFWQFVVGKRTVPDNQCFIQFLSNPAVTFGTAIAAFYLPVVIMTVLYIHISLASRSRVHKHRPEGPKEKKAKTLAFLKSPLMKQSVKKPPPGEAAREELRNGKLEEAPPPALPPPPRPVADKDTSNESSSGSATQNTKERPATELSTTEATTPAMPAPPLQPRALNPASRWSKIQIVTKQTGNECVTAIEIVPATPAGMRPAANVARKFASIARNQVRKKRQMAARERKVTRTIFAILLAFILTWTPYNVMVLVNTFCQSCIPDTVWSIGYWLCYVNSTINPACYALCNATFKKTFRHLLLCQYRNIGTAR
MEKK3 PB1 HTS = MEKK3-MEK5 PB1 interaction, increase or decrease | Q99759 | bead-based flow cytometry, Alexa488-MEK5 binding to MEKK3; actives lie on both sides; 0 = blocked by unlabeled MEK5, 100 = vehicle | binding response (% of control), % at 10 µM | actives 1.4% (n = 290,000);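 active = binding response more than 3 SD above or below the average of its plate-row segment, actives on both sides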;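 note: Alexa488 bead fluorescence after subtracting the streptavidin-only scavenger bead signal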
PHOSPHO1 block = blocks human PHOSPHO1 phosphatase activity | AID 1565 | actives 1.1% (n = 290,000) | Q8TCT1 | recombinant PHOSPHO1, absorbance phosphatase assay | inhibition, % at 13.3 µM; in the data active = inhibition above about 60%
Target sequence (Q8TCT1 whole entry, looked up): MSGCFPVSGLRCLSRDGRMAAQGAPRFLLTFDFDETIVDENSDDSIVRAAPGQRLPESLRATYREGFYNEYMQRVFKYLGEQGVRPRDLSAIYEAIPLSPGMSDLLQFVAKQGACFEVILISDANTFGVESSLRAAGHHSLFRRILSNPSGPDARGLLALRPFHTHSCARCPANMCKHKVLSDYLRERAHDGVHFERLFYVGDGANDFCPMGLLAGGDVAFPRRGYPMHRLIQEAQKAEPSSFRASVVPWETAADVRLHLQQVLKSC
pCIP destab = compounds decreasing mouse p/CIP protein stability. Q05BA5. F442A p/CIP-EGFP cells, EGFP fluorescence, 16 h. actives 0.01% (n = 290,000). decrease of EGFP signal, % at 10 µM. AID 1984;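 active = EGFP signal decrease of at least 30% at 10 µM or well 3 SD below plate mean, unless failing retest; inactive = the rest, including hits failing retest or dose response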; note: some compounds called inactive have numbers as strong as hits; many of its hits are not listed in these tables
IDE cell inh = cellular human IDE inhibition; P14735; HEK cells, FAbetaB cleavage, fluorescence polarization; inhibition, % at 5.59 µM; actives 0.41% (n = 320,000);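 active = percent inhibition above the average of all tested compounds plus 3 SD, set per screening campaign, cut at about 16% in these data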;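 note: IDE supplied by intact live HEK cells; FP after avidin binding of uncleaved biotin substrate so inhibition keeps polarization high; 0% = DMSO wells and 100% = 60 µM reference IDE inhibitor Ii1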
GalR3 antag = antagonists of human GalR3 | O60755 | HEK293 GalR3-CNG cAMP membrane potential fluorescence; galR3 body fused to GalR1 C-terminus | inhibition, % at 3 µM | actives 0.44% (n = 360,000);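 active = inhibition above the screen-wide average plus 3 SD, cut at about 13% in these data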;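 note: forskolin and galanin both at EC90 stimulate the cells; cAMP rise reported by CNG channel membrane potential dye signal; 0% = forskolin plus galanin with DMSO and 100% = forskolin alone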
Target sequence (O60755 1-299 limits assumed): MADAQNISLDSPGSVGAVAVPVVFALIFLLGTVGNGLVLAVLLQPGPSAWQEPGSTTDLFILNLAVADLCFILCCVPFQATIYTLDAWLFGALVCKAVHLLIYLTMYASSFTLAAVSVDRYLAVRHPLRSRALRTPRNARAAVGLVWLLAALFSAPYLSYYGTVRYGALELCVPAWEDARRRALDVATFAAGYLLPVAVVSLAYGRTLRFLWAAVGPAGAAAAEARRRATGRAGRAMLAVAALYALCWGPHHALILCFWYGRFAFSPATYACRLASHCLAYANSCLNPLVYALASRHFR
IDE cell activ = IDE (human) activation, cell-based; HEK cells, FAbeta-B cleavage, fluorescence polarization; 0% vehicle, 100% cell-free pure enzyme wells; activation, % at 5.96 µM; actives 0.073% (n = 340,000); AID 493087;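 active = activation above the mean of all tested compounds plus 3 SD, set per screening campaign, cut at about 17% in these data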
CRFBP-R2 agonist = CRF-BP/CRF-R2 complex agonism; actives 0.46% (n = 350,000); AID 588473; activation, % at 13.2 µM; HEK293 CRF-R2/CRF-BP, calcium dye fluorescence (FLIPR); percent of saturating CRF peptide response;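 active = activation of at least 50%, plus an integration ratio under a set limit after plate pattern correction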;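 note: plate controls were neutral control wells without compound for no effect and CRF at EC100 for full effect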
An asterisk follows results filed as active; . = not tested or not shown. This is a random part of the collection, and some 4.2% of all compounds hit somewhere here.

SMILES	CRFBP-R2 block	M4 PAM	MEKK3 PB1 HTS	PHOSPHO1 block	pCIP destab	IDE cell inh	GalR3 antag	IDE cell activ	CRFBP-R2 agonist
COc1cc(C(=O)Nc2ccc3nc4n(c(=O)c3c2)CCCC4)ccc1Br	1	-9	107	39	-4	2	-7	-4	-1.1
Cc1ccc2c(c1)C(=O)C(=O)N2Cc1ccc(F)cc1	-21	1	.	.	.	-1	3	6	1.1
Cn1nc(-c2ccccc2)c(C(O)c2ccc(Cl)cc2)c1Cl (stereo unspecified)	0	-5	100	14	-3	2	-4	5	-0.6
O=c1[nH]c(/C=C/c2ccc(OC(F)F)cc2)nc2c1cnn2-c1ccccc1	20	1	94	35	-8	1	-3	-2	-1.1
Cc1cn([C@H]2C[C@H](O)[C@@H](CCC(=O)NCCCn3ccnc3)O2)c(=O)[nH]c1=O	-6	4	.	.	.	.	-7	6	0.0
C=CCN1C(c2ccccc2)=CS/C1=C(/C#N)c1nnc(N2CCOCC2)n1-c1ccccc1	-23	9	95	2	-11	0	-7	-1	26
Cc1ccc(S(=O)(=O)N(CC(=O)Nc2cccnc2)c2cccc([N+](=O)[O-])c2)cc1	1	0	93	22	6	-1	-3	1	1.0
COC(=O)Nc1nnc(Cc2ccccc2)s1	-10	0	100	2	-19	-9	-4	3	-1.1
Cc1ccc(OCC(=O)N/N=C2/SCC(=O)N2Cc2ccco2)cc1	-11	-8	103	15	10	5	-7	1	-0.1
COC(=O)COc1cccc2c(=O)n(CC(=O)N3CCC(C)CC3)ccc12	6	2	92	22	-2	1	7	-3	1.7
Oc1ccc(CN2CCN(c3ccccc3)CC2)c2cccnc12	-1	0	90	-3	-13	-3	.	-3	-1.3
O=C1CC(c2ccc(Cl)cc2)n2nc(N3C(=O)c4ccccc4C3=O)nc2N1 (stereo unspecified)	-5	13	87	-18	-6	2	-3	4	1.0
Cc1csc(NC(=O)CSc2nc(=O)[nH]c3c2CCCC3)n1	-2	1	102	38	5	-4	0	2	1.2
Cc1ccccc1-c1nnc(Cc2ccccc2)o1	-6	8	95	-19	12	2	-1	1	-1.2
Cc1ccccc1CN1C(=O)C2(OCCCO2)c2ccccc21	13	-1	96	4	-13	6	.	1	-0.8
COc1ccc(CNCCC(c2ccccc2)c2ccc3c(c2)OCO3)cc1 (stereo unspecified)	-40	-12	.	46	-6	0	-11	5	-1.0
COC(=O)Cc1cc(=O)n2[nH]c(C(F)(F)F)nc2n1	24	0	99	-10	-9	-7	.	0	5.3
O=C(NCCN1CCOCC1)c1ccc(/C=C2\Sc3ccccc3N(Cc3ccccc3F)C2=O)cc1	8	-5	98	13	6	5	1	-1	4.5
Cc1ccc(S(=O)(=O)NC(CC(C)C)C(=O)N2CCC(C)CC2)cc1 (stereo unspecified)	-10	-5	100	39	-5	6	-9	3	-0.7
CC1=C(C(=O)Nc2ccccc2)C(c2cccs2)n2nnnc2N1 (stereo unspecified)	6	15	85	-10	-2	3	0	-1	1.9
Cc1cc(NC(=O)c2cc(-c3ccccn3)nc3c(Cl)cccc23)no1	-6	-4	102	24	-10	3	-4	5	0.0
O=C(COc1ncnc2cc([N+](=O)[O-])ccc12)NC1CCCCC1	-1	3	94	42	-3	2	3	7	0.6
CCN(CC(=O)NC)S(=O)(=O)c1ccc(Br)cc1	12	5	109	-4	3	-1	0	-3	-1.6
Nc1cc(=O)nc(SCC(=O)Nc2cccc3ccccc23)n1CCc1ccccc1	-21	1	110	20	13	4	-4	4	2.6
CS(=O)(=O)N(CCC#N)Cc1ccco1	6	2	103	2	1	2	-2	6	-0.6
(more compounds)
SMILES	CRFBP-R2 block	M4 PAM	MEKK3 PB1 HTS	PHOSPHO1 block	pCIP destab	IDE cell inh	GalR3 antag	IDE cell activ	CRFBP-R2 agonist
O=C(NCCc1ccccc1)C1CCN(S(=O)(=O)N2CCC3(CC2)OCCO3)CC1	8	-5	102	18	-16	3	-3	1	-3.0
CC(C)CNS(=O)(=O)c1ccc(CCC(=O)Nc2ccc3c(c2)OCO3)cc1	17	-1	97	9	-7	2	2	-3	0.6
CN1C(=O)c2ccccc2Sc2ccc(NC(=O)NC3CC3)cc21	-4	9	105	-9	-12	1	-2	-2	0.5
COCCn1c(-c2ccc(C#N)cc2)nc2c1c(=O)[nH]c(=O)n2Cc1ccccc1	-16	-2	.	7	7	6	-4	0	1.5
O=C(N/N=C/c1cc(Br)cs1)c1c[nH]c2ccccc12	-3	-12	103	26	-16	0	-5	-3	-1.8
Cc1ccc(S(=O)(=O)N(C)c2ccc(OC(=O)c3ccc(N4CCCC4=O)cc3)cc2)cc1	-3	5	101	-29	-4	-2	-2	-2	4.7
NC1=C(c2ccc(F)cc2)C(=O)CS1	5	5	100	27	-20	-3	-4	0	-0.4
CCNC(=O)CC1C(=O)N(CC)C(=S)N1NC(=O)c1ccccc1 (stereo unspecified)	1	17*	90	18	0	2	-4	.	-0.1
O=S(=O)(Nc1ccc(-c2nnc(SCc3ccc(Cl)cc3)o2)cc1)c1ccccc1	5	10	131*	7	4	-2	0	3	0.1
CC(C)C12CN3CC(C(C)C)(CN(C1)C3c1ccc([N+](=O)[O-])o1)C2=O (stereo unspecified)	-8	-3	98	48	3	-2	4	3	-1.0
CC(C)NC(=O)N(C)C[C@H]1Oc2ncc(Br)cc2C(=O)N([C@H](C)CO)C[C@@H]1C	1	2	.	.	.	.	-4	.	4.2
O=C(CCc1ccccn1)N1CCCC(N2CCN(c3cccc(C(F)(F)F)c3)CC2)C1 (stereo unspecified)	-16	-5	101	49	-6	-4	-9	4	1.7
O=C1CS/C(=N\NC(=O)c2ccccc2)N1	15	-3	103	11	-8	2	-4	.	2.9
CC(=O)Nc1ccc(N2CCN(C(=O)c3cccs3)CC2)cc1	-4	-2	100	5	-5	-2	-2	0	0.1
CCCCC(=O)Nc1c2c(nn1-c1ccc(C)cc1)CS(=O)(=O)C2	2	2	108	11	0	0	-8	0	-0.2
CCC1C(O)=C(c2ccccn2)C(=N)N1c1ccccc1 (stereo unspecified)	4	3	106	1	-2	1	0	4	-1.6
CCCC(c1nnnn1Cc1ccco1)N1CCC(C(N)=O)CC1 (stereo unspecified)	-5	-2	98	13	-9	0	1	6	-0.8
O=C(COC(=O)c1ccc(O)cc1O)NC(=O)c1ccccc1	-7	6	.	.	.	.	1	-1	0.1
CCOc1ccc(C2C(C(=O)c3ccc(C)o3)=C(O)C(=O)N2c2nc(C)c(C(=O)OC)s2)cc1 (stereo unspecified)	11	7	101	2	0	3	13*	6	2.5
CCn1cc(CN2CCC(n3nccc3NC(=O)CCCc3ccccc3)CC2)cn1	-4	4	104	23	0	-5	-1	11	0.9
Cc1ccc(C)c(OCC(=O)Nc2nonc2NC(=O)COc2cc(C)ccc2C)c1	18	3	107	-2	0	-3	-4	3	3.9
O=C(NCCC1=CCCCC1)C1CCN(S(=O)(=O)c2ccc(-n3cnnn3)cc2)CC1	3	-2	104	0	0	.	1	4	-0.3
Cc1ccc(N2CC(C(=O)NCCN3CCOCC3)CC2=O)cc1C (stereo unspecified)	8	-4	100	32	-9	1	-9	4	0.1
COC(=O)c1ccc(-c2ccc(OC)c([C@H]3[C@H]4C=CC[C@@H](C)[C@@H]4C(=O)N3Cc3ccccc3)c2)cc1	0	-7	84	35	0	1	-4	-5	9.1
COc1ccc(C(=O)NCCc2nnc3ccc(SCC(=O)N4CCOCC4)nn23)cc1	13	-2	99	53	0	0	-3	2	-0.8
(cont.)
SMILES	CRFBP-R2 block	M4 PAM	MEKK3 PB1 HTS	PHOSPHO1 block	pCIP destab	IDE cell inh	GalR3 antag	IDE cell activ	CRFBP-R2 agonist
COc1ccc(CNc2cc(C)cc(C)c2)cc1OC	.	.	94	36	3	-8	.	.	.
O=C(/C=C/c1ccco1)N1CCN(c2ccccc2)CC1	-4	-7	85	-14	-9	-3	-3	-6	0.2
O=C(OCc1ccccc1)N1CCC2CC1c1ccc(N3CCOCC3)cc12 (stereo unspecified)	-1	4	.	.	.	.	-6	.	-1.4
CCSc1ccccc1C(=O)N1CCN(c2ccccc2F)CC1	24	-1	103	-7	-13	0	-7	10	-4.8
O=C(Nc1cccc(Oc2ccc(C(=O)O)c(C(=O)O)c2)c1)c1ccc(-c2ccccc2)cc1	-2	14	105	28	-3	8	-4	-4	0.5
COc1ccc([C@H]2CC(=O)C=C(c3ccc4c(c3)sc3ccccc34)C2)cc1	-1	-1	.	.	.	0	-3	2	2.8
c1ccc(C2Nc3ccccc3-c3nc4ccccc4n32)cc1 (stereo unspecified)	-2	-2	104	12	8	1	-5	7	0.4
COc1ccc(NS(=O)(=O)c2cc(-c3nnnn3C)ccc2OC)cc1	-2	-4	105	66*	0	2	-5	1	-0.6
Cc1ccc2cccnc2c1NC(=S)NC(=O)c1ccccc1	-4	0	105	69*	4	3	-5	-4	1.4
O=c1[nH]c(-c2ccccn2)nc2ccccc12	-5	6	100	-4	-15	-2	-3	-1	2.7
COC(=O)CC1=C(C)C(=O)CC2C(C)(C)CCCC12C (stereo unspecified)	-8	3	89	-4	-4	-1	-9	-4	-1.9
Brc1ccc(/C=N/Nc2ccccn2)cc1	-26	-11	127	-3	1	-3	-5	4	-2.5
COCCNC(=O)CN(C(=O)CCC(=O)Nc1ccccn1)c1ccccc1OC	12	0	109	41	-3	0	-11	5	-2.0
COc1ccccc1CNC(=O)Cn1cc(Br)ccc1=O	-5	1	106	13	0	-2	-11	3	0.6
O=C1Nc2ccc3c(c2C1=Cc1cc2c(cc1Br)OCO2)OCO3	10	4	.	.	.	.	-2	4	-1.9
N#Cc1c(-c2cccnc2)c2c([nH]c1=O)-c1ccccc1OC2	9	3	101	16	-4	2	-4	1	2.2
COc1ccc(NC(=O)N2CCCC(C(=O)NC(C)C)C2)cc1 (stereo unspecified)	5	-1	102	18	-5	-3	-3	3	-0.4
Cc1ccnc2nc(C(=O)OCC(=O)N(C)C3CCCCC3)nn12	-7	1	.	.	.	.	-4	.	0.8
CCC(C)c1ccccc1NC(=O)C(C)OC(=O)c1ccco1 (stereo unspecified)	-10	6	.	.	.	-8	-3	2	0.0
O=C1CCCC2=C1C(c1cccs1)n1nc(SCc3ccccc3)nc1N2 (stereo unspecified)	4	-14	98	-3	-4	3	-4	3	-1.0
COCCNC(=S)Nc1ccccc1[N+](=O)[O-]	5	6	105	32	-1	-4	-7	-5	-2.5
O=C(O)C1CCCN1c1nc(-c2ccc(Cl)c(Cl)c2)cc(C(F)(F)F)n1 (stereo unspecified)	6	2	.	.	.	2	-3	4	0.2
Cc1csc(SCC(=O)NC2CCCCC2)n1	-22	-4	103	16	-6	1	2	5	0.4
Cc1ccc(NC(=O)c2cc(S(=O)(=O)c3ccccc3)ccc2Cl)cc1	20	-2	107	8	2	2	-4	2	1.6
CCOC(=O)C1Cc2c([nH]c3ccccc23)CN1 (stereo unspecified)	-2	1	102	31	2	3	-7	3	0.6
CC(C)Cc1nnc(NC(=O)c2ccc(N3CCCC3=O)cc2)s1	0	3	.	.	.	-1	2	5	-0.9
CCN(CC(=O)NCCc1ccc(S(N)(=O)=O)cc1)Cc1ccccc1	12	-5	103	4	2	2	-4	1	-0.7

2 entries from above, field by field.
O=C1Nc2ccc3c(c2C1=Cc1cc2c(cc1Br)OCO2)OCO3
  CRFBP-R2 block: 10
  M4 PAM: 4
  MEKK3 PB1 HTS: .
  PHOSPHO1 block: .
  pCIP destab: .
  IDE cell inh: .
  GalR3 antag: -2
  IDE cell activ: 4
  CRFBP-R2 agonist: -1.9

N#Cc1c(-c2cccnc2)c2c([nH]c1=O)-c1ccccc1OC2
  CRFBP-R2 block: 9
  M4 PAM: 3
  MEKK3 PB1 HTS: 101
  PHOSPHO1 block: 16
  pCIP destab: -4
  IDE cell inh: 2
  GalR3 antag: -4
  IDE cell activ: 1
  CRFBP-R2 agonist: 2.2
